Compound activity (PubChem)
TTR transcr act = activators of transthyretin transcription; hit rate 1.3% among 92,000; AID 1117267; SH-SY5Y TTR promoter Gaussia luciferase, luminescence; 100% = recombinant luciferase protein wells; activation, % at 16.7 µM;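 active = activation above the mean of all tested compounds plus 3 SD, cut at about 9.5% in these data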;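 note: cells exposed to compounds for one day before reading; 0% = median of all test compound wells on the plate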
* = called active by the depositor; & = joins results of further samples. These rows are one share of the data, so the mix of outcomes need not match the whole.

TTR transcr act	SMILES
1.4	COCCNC(=O)C(OC(=O)c1ccco1)c1ccccc1F (stereo not drawn)
2.6	CC1C(=O)N(Cc2cn(Cc3ccco3)nn2)CCS(=O)(=O)N1Cc1ccc(-c2ccc(F)cc2Cl)cc1 (stereo not drawn)
3.1	Cc1ccc(S(=O)(=O)N2[C@@H](c3cccc(Cl)c3)C(C(=O)OC(C)(C)C)=CC[C@H]2c2ccc(C(C)C)cc2)cc1
-0.1	CC1=C(C(=O)N2CCCCCC2)CC(CC(=O)NC2CCCC2)C(=O)N1Cc1ccccc1 (stereo not drawn)
-0.8	CCN1CCN(C(c2ccc(F)cc2)c2nnnn2Cc2ccc3c(c2)OCO3)CC1 (stereo not drawn)
-2.1	COc1ccc(NC(=O)CN(C)C(=O)Cc2ccc(-c3ccccc3)cc2)cc1
-0.3	Cc1ccc(C(NC(=O)N2CCN(C)CC2)C(Cl)Cl)cc1F (stereo not drawn)
-2.7	O=C(Cn1cnc([N+](=O)[O-])n1)N/N=C/c1cccc(Cl)c1
0.9	O=C(Cc1ccccc1)c1ccc(O)cc1
-1.3	Cc1nc2c(-c3ccccc3)c(C)nn2c(C)c1CCC(=O)NC(C)CCc1ccco1 (stereo not drawn)
-1.7	Cc1ccsc1CN(C)CC(=O)Nc1ccccc1C(=O)NC1CC1
1.4	COc1cccc(-c2nnc(-c3ccccc3[N+](=O)[O-])o2)c1
0.0	CC(NC(=O)C1CCN(S(=O)(=O)c2cccc3cccnc23)CC1)c1ccccc1 (stereo not drawn)
-1.9	CN1/C(=C/C2CC(=O)N(c3cccc4ccccc34)C2=O)C(C)(C)c2ccccc21 (stereo not drawn)
1.6	Cc1cc[n+](-c2[nH]c(=O)sc2/C=N/NC([S-])=Nc2ccccc2)cc1
6.3	COC(=O)c1cc2sc(Cl)cc2n1Cc1nc(-c2ccccc2)oc1C
3.8	CN(C)C(=O)CCC(=O)N1CCCC(C(=O)c2ccc(C(F)(F)F)cc2)C1 (stereo not drawn)
-1.1	COc1cccc(CC(=O)Nc2ccc3nc(C)sc3c2)c1
-0.2	CC1CCCCN1c1nnc(N)s1 (stereo not drawn)
6.0	C=CCn1c(COc2cccc(C)c2)nnc1SCC(=O)NC(=O)NCc1ccco1
-0.2	COc1ccc(CN(C)C(=O)Cc2c[nH]c3ccccc23)c(OC)c1OC
2.1	Fc1ccc(CSc2nnc(Cc3sc(-c4ccccc4)nc3-c3ccccc3)o2)cc1
1.3	O=C(NCc1cccnc1)C1CCN(S(=O)(=O)c2cccs2)CC1
-1.6	Cc1ccnc(NC(c2ccccc2O)c2oc(CO)cc(=O)c2O)c1 (stereo not drawn)
0.6	CC(N=C1NS(=O)(=O)c2ccccc21)C(=O)NCc1ccc(F)cc1 (stereo not drawn)
3.3&0.5	CCN1CCN(Cc2ccc(NC(=O)c3cc(NC(=O)c4ccno4)cc(OC)c3)cc2C(F)(F)F)CC1
-1.9	CC1(C)CC(=O)C2=C(C1)Nc1ccccc1NC2c1ccc2c(c1)OCO2 (stereo not drawn)
2.8	O=C(NCCN1CCOCC1)c1cc(Sc2ccccc2Cl)nc2ccccc12
0.3	CC(=O)C1=CCC(c2ccc(C)o2)N(S(=O)(=O)c2ccc(C)cc2)C1 (stereo not drawn)
-0.1	CN(C)S(=O)(=O)N1CCC(Oc2ccc(C(=O)NC3CCCCC3)cc2)CC1
-1.0	Cc1nc2ncnn2c(C)c1Cc1ccc(Cl)cc1F
0.8	CC(/C=C/c1ccccc1)=N/NC(=O)c1nc2nc(C)cc(C)n2n1
5.4	CC1=C(C(=O)Nc2ccccc2F)C(c2ccsc2)C2=C(CC(c3ccccc3)CC2=O)N1 (stereo not drawn)
1.4	CCN(CC)CCCNC(=O)c1cc(-c2cccc(Cl)c2)on1
4.3	CCn1c(SCC(=O)Nc2sc3c(c2C(N)=O)CCC(C)C3)nnc1-c1ccco1 (stereo not drawn)
-3.0	CCN(CC)c1ccc(N=Cc2ccccc2[N+](=O)[O-])cc1
-3.5	Cc1c(C(=O)NCc2ccccc2)cnn1-c1ccccc1
0.7	Oc1ccc(Br)cc1-c1nc2cnccn2c1NC1CCCCC1
-0.4	COC1=C(Nc2ccccc2OC)C(=O)c2ccccc2C1=O
1.2	Cc1ccccc1-n1c(SCc2c(C)noc2C)nnc1-c1c[nH]c2ccccc12
-0.9	Cc1cccc(C)c1N1CCN(C(=O)Nc2ccc3c(c2)OCCO3)CC1
3.0	COCc1ccc(C(=O)N2CCc3c([nH]c4ccccc34)C2c2ccccn2)s1 (stereo not drawn)
2.2	COCCOC(=O)c1c(C)oc2ccc(OC(=O)c3ccco3)cc12
0.8	CCC[C@H]1[C@@H](N(C)Cc2ccccc2)CC[C@@]23CCCN2C(=O)CCC[C@@H]13
-1.3	CN1CCN(C(=O)c2cnn(-c3ccccc3)c2NC(=O)c2ccccc2)CC1
7.5	CC(C)c1ccc(NC2CCCN(C(=O)c3cccc4nccnc34)C2)cc1 (stereo not drawn)
0.1	COc1cccc(OCCNC(=O)Nc2cc(F)c(F)cc2Cl)c1
2.4	NC(=O)N1CCC2(CC1)NC(=O)N(c1ccccc1)N2
2.2	Cn1c(=O)c2c(nc3n2CC(COc2ccc(Cl)cc2)O3)n(C)c1=O (stereo not drawn)
-0.3	COc1ccc(C(=O)NNC(=O)CSc2nnc(C)n2C)cc1
-0.6	CC1CCCN(CC(O)COc2ccc3c(c2)OCO3)C1 (stereo not drawn)
2.9	C/C(CC(=O)Nc1cccc2c1CCCC2)=N\NC=O
1.9	CCOC1CS(=O)(=O)CC1OCC (stereo not drawn)
0.6	COC(=O)CN1C(=O)N/C(=C/c2ccccc2OC)C1=O
0.5	O=C(Nc1ccc2c(c1)C(=O)c1ccccc1-2)c1ccccc1
-2.6	Nc1nc(CSc2n[nH]c(-c3ccccc3)n2)nc(Nc2ccccc2)n1
0.7	O=C(Cn1cc([N+](=O)[O-])cn1)NCc1cc2ccccc2[nH]1
0.5	COc1ccc(C(=Cc2ccccc2[N+](=O)[O-])C(=O)O)cc1
2.9	Cc1noc(C)c1COc1cccc(C(=O)Nc2ccccc2)c1
-0.2	Cc1cc(-c2ccc(/C=N/n3cnnc3)o2)ccc1Cl

Sorted by the number under TTR transcr act (smallest number first): some entries from above.
TTR transcr act	SMILES
-0.9	Cc1cccc(C)c1N1CCN(C(=O)Nc2ccc3c(c2)OCCO3)CC1
2.2	COCCOC(=O)c1c(C)oc2ccc(OC(=O)c3ccco3)cc12
2.9	C/C(CC(=O)Nc1cccc2c1CCCC2)=N\NC=O

(listing goes on)
TTR transcr act	SMILES
0.0	COc1ccc(F)c(CN2CCCC(CO)(Cc3cccc(Cl)c3)C2)c1 (stereo not drawn)
-0.6	CC1(c2ccccc2)CCC(=O)NC1 (stereo not drawn)
0.8	O=C(C1CCN(C2CC(=O)N(c3cccc(Cl)c3)C2=O)CC1)N1CCCCCC1 (stereo not drawn)
-0.6	COc1ccc(C(=O)Nc2ccccc2-c2nnn(CC(=O)N3CCOCC3)n2)cc1
-0.8	CC(=O)Nc1ccc(NC(=O)CCOc2ccccc2C)cc1
-2.4	O=C(Nc1ccccc1)c1ccc2c(c1)OCO2
-1.2	CCOC(=O)c1ccc(NC(=S)N2CCSC2c2ccc(OC)cc2)cc1 (stereo not drawn)
-1.0	Cc1cc(C)nc(NC(=O)CSc2ccccn2)n1
1.7	Cc1c(NC(=O)OCc2ccccc2)c(=O)n(-c2ccccc2)n1C
-0.4	CCC(c1nnnn1C(C)(C)C)N(Cc1ccco1)Cc1cc2cccc(C)c2[nH]c1=O (stereo not drawn)
-0.8	O=C(c1n[nH]c2ccccc12)N1CCN(S(=O)(=O)c2ccccc2)CC1
-0.9	CCCCNC(=O)C1c2ccccc2OCC(=O)N1Cc1ccccn1 (stereo not drawn)
-3.0	COc1cccc(N(C(=O)c2ccco2)c2nc(-c3sc(NC(=O)c4ccco4)nc3C)cs2)c1
-1.7	Cc1ccc(S(=O)(=O)N2CCOCC2)cc1C(=O)N1CCCCCC1
-1.6	Cc1ccccc1-c1cc(=O)c2ccccc2o1
-1.5	COC(=O)c1cc(NC(=O)Nc2ccccc2OC)cc(C(=O)OC)c1
-0.8	Fc1ccc(OCCCCCn2ccnc2)cc1
0.8	Cc1ccc(S(=O)(=O)N(C)CC(=O)OCC(=O)c2c(N)n(C)c(=O)n(C)c2=O)cc1
-0.1	COc1cc(CN2CCC(C(=O)NC(C)(C)C)CC2)ccc1OCc1ccccc1
-1.5	Cc1ccc(NC(=O)/C=C/c2ccc3c(c2)OCO3)nc1
0.8	COc1cccc(-c2nnc(NC(=O)c3ccc4ncsc4c3)o2)c1
-2.0	O=C(CSc1nnc(-c2ccc(S(=O)(=O)N3CCCC3)cc2)o1)NCC1CCCO1 (stereo not drawn)
-0.4	COC(=O)[C@]12C[C@H](CC(=O)NCc3ccc(C)o3)C(=O)N(Cc3cccc4ccccc34)C1=C[C@H](COCc1ccccc1)O[C@@H]2C
-2.7	CN(Cc1ccccc1)C(=O)Cn1nnc(-c2ccccc2)c1COc1ccccc1
0.5	CC1(C)N=C(N)N=C(N)N1c1ccc(Oc2ccc(Cl)cc2)c(Cl)c1
-0.1	CN1C(=O)C(=O)N(CC(=O)N2CCc3ccccc32)C1=O
0.3	S=C1NCN(C2CCCCC2)CN1Cc1ccccc1
0.6	Cc1ccc(SCC(=O)Nc2ccc(F)cc2[N+](=O)[O-])cc1C
0.1	c1ccc2nc(-c3ccncc3)ccc2c1
-0.6	CC1=C/C(=N\NC(=O)c2ccc(O)cc2)CC1
-0.7	COc1ccc(CCNC(=S)NC(=O)c2ccc(Br)cc2)cc1OC
-0.1	CSc1nnc([C@@H]2CCCN2C(=O)OC(C)(C)C)o1
-1.5	CCOc1c(C(N)=O)cc([N+](=O)[O-])cc1[N+](=O)[O-]
-3.3	CN(C)c1ccc(/C=N/NC(=O)c2cc(-c3ccc4c(c3)OCO4)n[nH]2)cc1
4.7	CCOc1ccccc1NC(=O)CSc1ncnc2c1oc1ccccc12
0.4	Cc1nc(SCC(=O)NC(=O)NCc2ccccc2)nc(C)c1C
-1.2	CCC(OC(=O)c1ccco1)C(=O)NCc1ccc(OC)cc1 (stereo not drawn)
-2.2	O=C(c1ccc([N+](=O)[O-])cc1)N(Cc1ccc(Br)cc1)N1C(=O)CCCC1=O
0.0	COCc1cc(=O)n2[nH]c(C(F)(F)F)nc2n1
0.7	CCOC(=O)CSc1ncnc2c1nnn2-c1ccc(F)cc1
-1.2	CC(C)(C)CNC(=O)c1cc2c(Br)ccc(Br)c2nc1N
1.1	COC(=O)c1ccccc1NC(=O)COC(=O)Cc1ccc(S(=O)(=O)N2CCOCC2)s1
-0.6	COc1ccc(C2C(C(=O)c3ccccc3)=C(C)Nc3nc4ccccc4n32)c(OC)c1 (stereo not drawn)
-2.7	O=C(Nc1ccc(Cl)cc1C(=O)NCc1cccnc1)c1ccc(Cl)cc1Cl
-1.6	O=C(CC(CC(=O)c1ccccc1)c1ccncc1)c1ccccc1
1.8	Cc1c(Cl)cnc(NC(=O)COC(=O)/C=C/c2ccco2)c1Cl
1.2	COc1cc(C(=O)N2CCN(S(=O)(=O)c3ccc(C)cc3)CC2)ccc1OCC(=O)N1CCOCC1
-1.1	CC(=O)Nc1nc(SCC(=O)Nc2nnc(C)s2)[nH]c(=O)c1NC(=O)c1cccs1
1.1	COc1cccc(/C=N/n2nnnc2N)c1O
4.6	CC1(C)CC(=O)c2cc(C(=O)Nn3cnnc3)c(=O)n(-c3ccccc3)c2C1
0.2	CC(=O)Nc1cc2ccccc2oc1=O
4.1	Cc1cc(=O)[nH]c(N/N=C/c2sccc2C)n1
-1.3	O=C(NCCC1=CCCCC1)c1cc(S(=O)(=O)N2CCOCC2)ccc1F
-0.5	CN1CCN(C(=O)c2cc3c(s2)-c2ccccc2S(=O)(=O)C3)CC1
0.5	CC1=C(C#N)c2nc(N)c(C#N)c(C)c2/C1=C\c1ccc(OCC(=O)O)c(Cl)c1
-2.0	C/C=C/C(=O)Nc1cccc(C2=NOC3(C2)C[C@H](C(N)=O)N(C(=O)/C=C/C)C3)c1 (stereo partly drawn)
-1.0	CCCc1nc2oc3cc(OC)ccc3c(=O)c2c(=O)n1Cc1ccco1
-1.8	Cc1cc(C(=O)NNC2CC(=O)N(c3ccc4ccccc4c3)C2=O)c(C)o1 (stereo not drawn)
0.7	Cc1ccc(C)c2nc3sc(C(=O)N4CCCc5ccccc54)c(N)c3cc12
-0.3	COc1ccc(C(O)c2ncc(-c3cccc(OC)c3)[nH]2)cc1 (stereo not drawn)

The listing continues:
TTR transcr act	SMILES
-0.2	CC1CC(C)CN(c2ncnc3c2cnn3-c2ccc(Cl)cc2)C1 (stereo not drawn)
0.1	Cc1cc(C)n2nc(-c3cccc(Br)c3)cc2n1
0.2	Cc1ccc(CSc2nnc(-c3ccco3)o2)cc1
2.1	COc1ccc(/C=C2\SC(=S)N(CC3CCCO3)C2=O)cc1 (stereo not drawn)

Among those listed so far, these have an NH in an aromatic ring:
TTR transcr act	SMILES
1.6	Cc1cc[n+](-c2[nH]c(=O)sc2/C=N/NC([S-])=Nc2ccccc2)cc1
-0.2	COc1ccc(CN(C)C(=O)Cc2c[nH]c3ccccc23)c(OC)c1OC
1.2	Cc1ccccc1-n1c(SCc2c(C)noc2C)nnc1-c1c[nH]c2ccccc12
3.0	COCc1ccc(C(=O)N2CCc3c([nH]c4ccccc34)C2c2ccccn2)s1 (stereo not drawn)
-2.6	Nc1nc(CSc2n[nH]c(-c3ccccc3)n2)nc(Nc2ccccc2)n1
0.7	O=C(Cn1cc([N+](=O)[O-])cn1)NCc1cc2ccccc2[nH]1
-0.4	CCC(c1nnnn1C(C)(C)C)N(Cc1ccco1)Cc1cc2cccc(C)c2[nH]c1=O (stereo not drawn)
-0.8	O=C(c1n[nH]c2ccccc12)N1CCN(S(=O)(=O)c2ccccc2)CC1
-3.3	CN(C)c1ccc(/C=N/NC(=O)c2cc(-c3ccc4c(c3)OCO4)n[nH]2)cc1
0.0	COCc1cc(=O)n2[nH]c(C(F)(F)F)nc2n1
-1.1	CC(=O)Nc1nc(SCC(=O)Nc2nnc(C)s2)[nH]c(=O)c1NC(=O)c1cccs1
4.1	Cc1cc(=O)[nH]c(N/N=C/c2sccc2C)n1
-0.3	COc1ccc(C(O)c2ncc(-c3cccc(OC)c3)[nH]2)cc1 (stereo not drawn)
